Bioassay records from PubChem.
RBX1-CUL1 inh = human ROC1-CUL1 E3 ligase inhibition; P62877+Q13616; in vitro K48 di-Ub FRET, acceptor:donor ratio, 45 min; inhibition, % at 10 µM; hit rate 0.6% among 140,000; AID 1347404; in the data active = inhibition above about 25%
Target sequence (P62877 whole entry, looked up): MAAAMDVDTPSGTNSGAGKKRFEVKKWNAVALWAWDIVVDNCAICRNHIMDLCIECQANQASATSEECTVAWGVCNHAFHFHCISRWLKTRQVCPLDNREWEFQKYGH
Target sequence (Q13616 whole entry, looked up): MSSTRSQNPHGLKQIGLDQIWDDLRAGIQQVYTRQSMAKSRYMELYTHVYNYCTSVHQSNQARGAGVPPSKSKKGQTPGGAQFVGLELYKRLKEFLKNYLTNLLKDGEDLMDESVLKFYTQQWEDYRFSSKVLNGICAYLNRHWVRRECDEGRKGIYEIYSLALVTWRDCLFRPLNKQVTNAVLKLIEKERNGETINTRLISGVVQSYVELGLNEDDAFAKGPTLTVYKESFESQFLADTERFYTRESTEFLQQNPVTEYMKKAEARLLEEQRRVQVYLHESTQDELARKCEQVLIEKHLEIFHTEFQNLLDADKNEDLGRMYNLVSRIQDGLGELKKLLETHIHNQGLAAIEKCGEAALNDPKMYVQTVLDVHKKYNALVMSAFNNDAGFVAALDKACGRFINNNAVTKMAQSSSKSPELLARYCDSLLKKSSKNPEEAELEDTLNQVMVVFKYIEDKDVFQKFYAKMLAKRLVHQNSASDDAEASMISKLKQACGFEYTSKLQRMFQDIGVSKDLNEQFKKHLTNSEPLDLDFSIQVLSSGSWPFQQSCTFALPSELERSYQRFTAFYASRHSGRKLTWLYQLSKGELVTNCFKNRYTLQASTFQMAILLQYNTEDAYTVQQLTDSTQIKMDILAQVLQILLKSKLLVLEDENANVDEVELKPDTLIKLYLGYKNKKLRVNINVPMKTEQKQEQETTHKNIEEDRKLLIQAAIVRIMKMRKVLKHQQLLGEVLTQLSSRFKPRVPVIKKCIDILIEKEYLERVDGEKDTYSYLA
* hit, by the source's call. An excerpt. The share of hits here may be higher or lower than overall.

SMILES	RBX1-CUL1 inh
Cc1ccc(NC(=O)N2CC3CCCN3c3ccccc32)c(C)c1 (configuration not stated)	10
Cc1ccc(C(=O)Oc2cccc(C3C4=C(N=C5CC(C)(C)CC(=O)C53)c3ccccc3C4=O)c2)cc1 (configuration not stated)	-4
COCc1ccc(C(=O)NC(C)c2cnn(-c3ccccn3)c2C)s1 (configuration not stated)	19
COc1cccc(CC(C2CCN(C(=O)CC3CCCCC3)CC2)N(C)C(=O)c2ccsc2)c1 (configuration not stated)	-8
CC(=O)c1ccccc1-c1ccccc1C(C)=O	13
O=C(CCc1nnc(-c2ccc3c(c2)OCO3)o1)N1CCCC1c1ccc(F)cc1 (configuration not stated)	-8
CCC1=Nc2cc(C(=O)NC3CCCC3)ccc2Sc2ccc(Cl)cc21	-3
O=C(Nc1ccc(S(=O)(=O)Nc2nccs2)cc1)C(c1ccccc1)c1ccccc1	7
O=C(Cc1cccs1)Nc1ccc(F)cc1	3
CCOCC(=O)NCc1cccnc1	2
CC(=O)N1CCc2cc(N=NC3=C(O)CC(C)(C)CC3=O)ccc21	11
C=CCc1cc(C(=O)NCCC)ccc1OC	-6
C=CCNC(=S)NNC(=O)C1CCCN(S(=O)(=O)c2cccc3cccnc23)C1 (configuration not stated)	0
CCOc1cc2c3c(c1)-c1c(sn(-c4cc(Cl)ccc4OC)c1=S)C(C)(C)N3C(=O)C2=O	7
O=C1c2[nH]nc(-c3ccccc3)c2C(c2ccc(Br)cc2)N1c1cccc(C(F)(F)F)c1 (configuration not stated)	-7
CCN(Cc1nccn1C)C(=O)c1ccc(N(C)CC2CCCN2C)nc1 (configuration not stated)	-8
COC(=O)C1C(C)=NC2=C(C(=O)CC(C)(C)C2)C1c1ccccc1Cl (configuration not stated)	-1
O=C1C(C=NCc2ccc(F)cc2)C(C(F)(F)F)=NN1c1ccc([N+](=O)[O-])cc1 (configuration not stated)	-2
CCOc1ccc(-c2cc(-c3ccccc3)c3c(N)c(C(=O)Nc4ccc(C)cc4)sc3n2)cc1	-14
CCCCn1cc(-c2cc(C(=O)N3CCOCC3)c3cccc(C)c3n2)cn1	4
COC(=O)C1=C(C)N=C2CC(=O)NC(=O)N2C1c1cccc(Cl)c1Cl (configuration not stated)	14
Cn1nnnc1SCc1ccc(F)cc1	3
CCOC(=O)C1C(c2cccc(Cl)c2Cl)NC(=O)NC1(O)C(F)(F)F (configuration not stated)	-12
COC(=O)c1ccc(CNC2CCN(c3ccc(CC(=O)NCc4ccccc4)cc3)CC2)cc1	3
Cc1ccc(S(=O)(=O)N2CCN(C)CC2)c(C)c1N(C)S(=O)(=O)c1ccc(Cl)cc1	9
Fc1ccccc1Oc1ncccc1CNCc1ccccn1	-4
CC1CN(C(NC(=O)c2cccc3ccccc23)C(Cl)(Cl)Cl)CC(C)O1 (configuration not stated)	-10
CN1CCN(S(=O)(=O)c2cccc(Cl)c2)CC1	-1
Cc1c(C(=O)N(C)C)sc2c1c(=O)n(-c1ccc(Cl)cc1)c(=O)n2Cc1ccccc1F	-1
CC(c1ccccc1)N1C(=O)NC(NC(=O)c2cccnc2)(C(F)(F)F)C1=O (configuration not stated)	-2

In the list so far, these have a CF3 group.
SMILES	RBX1-CUL1 inh
O=C1c2[nH]nc(-c3ccccc3)c2C(c2ccc(Br)cc2)N1c1cccc(C(F)(F)F)c1 (configuration not stated)	-7
O=C1C(C=NCc2ccc(F)cc2)C(C(F)(F)F)=NN1c1ccc([N+](=O)[O-])cc1 (configuration not stated)	-2
CCOC(=O)C1C(c2cccc(Cl)c2Cl)NC(=O)NC1(O)C(F)(F)F (configuration not stated)	-12
CC(c1ccccc1)N1C(=O)NC(NC(=O)c2cccnc2)(C(F)(F)F)C1=O (configuration not stated)	-2

Remaining list, next part.
SMILES	RBX1-CUL1 inh
O=C1/C(=C/c2coc(-c3cccc(C(F)(F)F)c3)c2)SC(=Nc2ccccc2)N1c1ccccc1	5
CC1(C)Nc2ccccc2N(Cc2ccccc2)C1=O	1
Cc1ccc(N2C(=O)C(Cl)=C(N3CCOCC3)C2=O)c(C)c1	3
O=C(Nc1cccc(-c2nc3cc(Cl)ccc3o2)c1)c1ccc(F)cc1	2
CCCCC(=O)NC1(C(F)(F)F)C(=O)N=C2C1C(=O)NC(=O)N2CCc1ccc(OC)c(OC)c1 (configuration not stated)	-4
CCOC(=O)c1c(NC(=O)C2CCCCC2C(=O)O)sc(C(N)=O)c1C (configuration not stated)	7
CCCCNC(=O)[C@H]1C[C@@H](C(=O)OC)N(C)[C@H]1c1cccc(Cl)c1	-15
COC(=O)CCNC(=O)NC(CCC(C)C)c1c(-n2cccc2)sc2c1CCN(C)C2 (configuration not stated)	-4
CNc1nc(Nc2ccc(OC(F)(F)Cl)cc2)nc(OCC(F)(F)F)n1	-14
CCc1ccccc1Nc1nc2ccccc2n1CC	5
Cc1cc(C)c(NC(=O)CSc2nnc(C(C)Oc3ccccc3)n2C)c(C)c1 (configuration not stated)	2
COC(=O)C1=NNC2C(=O)N(c3ccccc3)C(=O)C12 (configuration not stated)	-10
CCc1nc(SCC(=O)Nc2ccc(C)cc2C)n[nH]1	2
Cc1cc(OC(=O)c2c3ccccc3cc3ccccc23)n2ncnc2n1	-2
O=C1CN(C(=O)c2ccc(S(=O)(=O)N3CCCC3)cc2)C(c2ccc(F)cc2)c2cc(Br)ccc2N1 (configuration not stated)	-4
COC(=O)c1sccc1NC(=O)CSc1nc2ccccc2[nH]1	0
O=C(NCCN1Cc2ccccc2OC(c2ccsc2)C1)C(c1cccnc1)N1CCOCC1 (configuration not stated)	5
Cc1cc(C)c2c(n1)SCC(=O)N2CC(=O)Nc1c(C)cccc1C	-6
Cc1ccc(-c2csc(NC(=O)CCCCCN3C(=O)c4ccccc4C3=O)n2)cc1	10
COC(=O)c1ccccc1NC(=O)CSc1nnc(C)s1	-7
C/C(COc1ccc2c3c(c(=O)oc2c1)CCC3)=N/O	3
CCOC(=O)c1cc(-c2ccccc2)n(CCC(=O)Nc2nc3c(C)cccc3s2)c1C	-8
CC(C)CSc1nc2c(=O)[nH][nH]c(=O)c2n1Cc1ccccc1	-3
Cc1ccc(S(=O)(=O)N2CCN(CC(O)COc3ccc(C(=O)c4ccc(Cl)cc4)cc3)CC2)cc1 (configuration not stated)	2
O=C(NC1CCCCC1)C1C=Nc2ccc(S(=O)(=O)Nc3ccccc3F)cc2C1=O (configuration not stated)	8
Cc1ccc(Sc2cc3ccccc3oc2=O)cc1	-15
Cc1ccc2cccc(OS(=O)(=O)c3cc([N+](=O)[O-])ccc3Cl)c2n1	-3
CCCC1=NN2C(=N)/C(=C/c3ccc(OCc4ccccc4F)c(OCC)c3)C(=O)N=C2S1	9
CC(=O)c1c(C)n(C)c2ccccc12	9
N#Cc1c(NC(=S)NC(=O)c2ccccc2)sc2c1CCCC2	3
CN1CCN(C2Cc3ccccc3Sc3ccc(C#N)cc32)CC1 (configuration not stated)	-2
Cc1cc(N2CCCCC2)nc2ccc(NC(=O)c3ccc(F)cc3)cc12	3
CCCNC(=O)N1CCc2c(cnc(C)c2-c2noc(C3CCOCC3)n2)C1	2
Clc1ccccc1-c1nn2c(-c3cnccn3)nnc2s1	8
Cc1ccc2c(Cl)c(C)c3nnc(C)n3c2n1	-1
COC(=O)c1ccc(NC(=S)NC(=O)C(C)C)cc1	11
Brc1ccc(-c2csc(-c3ccncc3)n2)cc1	-1
Cc1ccccc1NC(=O)c1onc2c1CCCC2	2
CSc1nnc2c(n1)OC(c1ccsc1)N(C(C)=O)c1ccccc1-2 (configuration not stated)	2
CCOc1ccc(NC(=O)c2cc3c(C)nn(-c4ccccc4)c3s2)cc1	1
CCN(CC)c1ncccc1CNCc1cccn1-c1ncccn1	0
CCOc1ccc(CCN2C(=O)NC(=O)C3C2=NC(c2ccccc2F)=NC3(C(F)(F)F)C(F)(F)F)cc1OCC (configuration not stated)	2
COCC(=O)NCc1ccccc1	2
CC(=O)Nc1sccc1/C(=N/OC(C)=O)c1ccccc1	3
Cc1nccn1Cc1c(C(=O)O)c2cc(O)c(Br)cc2n1C	-3
COc1ccccc1C1(CC(=O)N(Cc2c(C)nn(C)c2C)C2CC2)CC(=O)N(C)C1=O (configuration not stated)	-1
CCn1c(CN2CCOCC2)nc2cc(NC(=O)c3ccc([N+](=O)[O-])cc3)ccc21	-2
COc1cccc(-c2ccc3c(N)c(C(=O)NCCc4cccc(Cl)c4)sc3n2)c1	-1
COc1cccc(-c2nc(C)c(C(=O)O)s2)c1	-7
CCc1ccc(C2C(C(=O)c3ccc4c(c3)CC(C)O4)C(=O)C(=O)N2CC2CCCO2)cc1 (configuration not stated)	0
CCOc1ccccc1NC(=O)CSc1cn(CC(=O)N2CCCCCC2)c2ccccc12	-1
Cc1ccccc1CC(C1CCN(C(=O)C(=O)CC(C)C)CC1)N(C)C(=O)Cn1cccn1 (configuration not stated)	-5
CN=C1CC=CC=C(c2ccn(C)n2)C1=O	-5
COc1cccc(C(=O)Nc2nc3c(s2)CCCC3)c1	-5
CCOC(=O)C1C(C)=NC(=S)NC1c1ccc(OC)c(CSc2nc3ccccc3s2)c1 (configuration not stated)	-9
CC(C)C(=O)Nc1cccc(NC2NS(=O)(=O)C3CCCCC23)c1 (configuration not stated)	16
COc1ccc(C(=O)Nc2nc(-c3nnn(-c4ccc(F)cc4F)c3C)ns2)cc1	-1
COc1cc(OC)cc(C(=O)N2CCN(c3ccc(N)cc3)CC2)c1	2
Cc1ccc(NC(=O)C2CCCN(S(=O)(=O)c3ccc(F)cc3)C2)cc1 (configuration not stated)	6
COc1ccc(C(Nc2ncn[nH]2)c2ccccc2)cc1 (configuration not stated)	3
Continuation:
SMILES	RBX1-CUL1 inh
COc1cccc(-n2c(O)c(C=C3C=Nc4ccccc43)sc2=S)c1	0
Cc1cc(C)n2nc(SCC(=O)N/N=C/c3ccncc3)nc2n1	1
COCc1cc(C)nc2c1C(=O)NC(c1ccc(Br)cc1)N2Cc1ccccc1 (configuration not stated)	-3
O=C(c1cc2c(s1)CCCCC2)N1CCN(c2ccccn2)CC1	3
N#C/C(=C\c1c(Cl)cccc1Cl)c1nn(CCO)c(N)c1C#N	5
COc1ccccc1NC(=O)Cn1c(=O)oc2cc(S(=O)(=O)NCc3ccccc3)ccc21	4
O=C(c1cc(-c2ccncc2)nc2ccccc12)N1CCCC(CO)(Cc2ccccc2)C1 (configuration not stated)	-6
C=CCOc1ccccc1/C=C1/SC(=O)N(CN2CCN(c3ccc(C)c(Cl)c3)CC2)C1=O	-8
CCOc1ccccc1C(=O)NN1C(=O)CCC1=O	2
O=S(=O)(N1CCCCC1)N1CCN(c2cc(Cl)ccc2Cl)CC1	3
O=C(c1ccc(F)cc1)N1c2ncnn2C2(CCCCC2)[C@@H]2CCCC[C@@H]21	-5
COc1ccccc1CNC(=O)CCc1c(C)c2ccc(OC)c(C)c2oc1=O	3
CCCN(CCC)C(=O)c1cc2c(=O)n3cc(C)ccc3nc2n1C	-1
CCN(C(=O)c1ccnc(C(C)(C)C)c1)c1ccccc1	6
COc1ccc(OC2CCN(Cc3nc(-c4ccc(Cl)cc4)oc3C)CC2)cc1	10
O=C1NC(=S)N(c2ccc(F)cc2)C(=O)/C1=C\c1cccc(F)c1	0
COc1ccc2c(c1)OC(C)CN(C(=O)c1c(-c3ccccc3)noc1C)C2 (configuration not stated)	8
CCc1ccc(-n2c(-c3ccccc3)c(C)n3c4c(=O)n(C)c(=O)n(C)c4nc23)cc1	3
COc1ccccc1Nc1ncnc2c1oc1ccccc12	6
Fc1ccc(/C=C/c2nn3c(-c4ccco4)nnc3s2)cc1	9
COc1cccc(N2CCN(C(=O)c3cc4c(=O)n(Cc5cccs5)ccc4nc3C)CC2)c1	0
CCN(C(=O)CSc1nnc(-c2ccc(Cl)cc2)o1)c1ccccc1	5
COc1cc(OC)c(NC(=O)Nc2ccc3c(c2)N(C)C(=O)c2ccccc2S3)cc1Cl	0
CC(C)c1ccc(OCc2cccc(C(=O)N3N=C(C(F)F)CC3(O)C(F)F)c2)cc1 (configuration not stated)	11
CCOC(=O)C1C(C)=NC(C)=C(C(=O)OC)C1c1cccc(Cl)c1Cl (configuration not stated)	-2
CCc1ccc(NC(=O)C23CCC(C)(C(=O)C2)C3(C)C)cc1 (configuration not stated)	-6
Cc1cccc(-n2cc(CN(C)CCO)c(-c3cccc(F)c3)n2)c1	6
O=C(NC(=O)c1ccc(Cl)cc1)Nc1ccccc1	-5
CCCCCNC(=O)c1ccc(F)cc1	3

Ordered by molar mass (ascending): some entries from above
SMILES	RBX1-CUL1 inh
Fc1ccc(/C=C/c2nn3c(-c4ccco4)nnc3s2)cc1	9
Cc1cccc(-n2cc(CN(C)CCO)c(-c3cccc(F)c3)n2)c1	6
O=C1NC(=S)N(c2ccc(F)cc2)C(=O)/C1=C\c1cccc(F)c1	0
COc1ccc2c(c1)OC(C)CN(C(=O)c1c(-c3ccccc3)noc1C)C2 (configuration not stated)	8
COc1cc(OC)c(NC(=O)Nc2ccc3c(c2)N(C)C(=O)c2ccccc2S3)cc1Cl	0
COc1cccc(N2CCN(C(=O)c3cc4c(=O)n(Cc5cccs5)ccc4nc3C)CC2)c1	0
